# High-throughput results (PubChem)
# Shiga inhibitor – A qHTS for Small Molecule Inhibitors of Shiga Toxin; 290,000 tested, 9.2% active; inhibition, % at 38.7 µM; Vero cells, Shiga toxin protein synthesis inhibition reporter; AID 2315, 2010; in the data active = inhibition mostly above about 28%, no sharp cut-off; inactive = mostly below about 43%; also: 0% is about no effect
# Pf growth 96h – Primary qHTS for delayed death inhibitors of the malarial parasite plastid, 96 hour incubation; 320,000 tested, 6.9% active; Potency, µM (series often up to 28.7 µM), for inactives: at the top dose activity change, negative = inhibition, actives largely listed as inhibitors; P. falciparum luciferase reporter growth, 96 h; also: potency is read from the fitted curve at half-maximal effect; % is scaled to controls: 0 for no effect and ±100 for the full control effect
#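 Two-generation exposure (96 h) targets delayed-death phenotype. Reporter parasites carrying integrated firefly luciferase, in red cells at 2% hematocrit and 0.05% parasitemia final, kept at 37 C, 5% CO2; luminescence loss indicates inhibition.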
# Sm TGR block – qHTS Assay for the Inhibitors of Schistosoma Mansoni Peroxiredoxins; Schistosoma mansoni thioredoxin glutathione reductase (TGR), Q962Y6; purified TGR, DTNB reduction, TNB absorbance 405 nm; Potency, µM (doses to about 114 µM), inactives show top-dose activity change, negative = inhibition, hits mostly inhibitors; 360,000 tested, 3% active; AID 485364, 2010; also: potency is read from the fitted curve at half-maximal effect; % is scaled to controls: 0 for no effect and ±100 for the full control effect; nearly all actives have a fitted effect of over 60% in size
#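 TGR 20 nM + NADPH 100 uM (dispensed conc.), cpd preinc 15 min RT; start with NADPH (500 uM addition) then DTNB (15 mM addition). Kinetic TNB absorbance, 405 nm filter. Four-parameter Hill fit across titration.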
# CHX counter – Cycloheximide Counterscreen for Small Molecule Inhibitors of Shiga Toxin. cell reporter, cycloheximide protein synthesis inhibition counterscreen. max response, %. 300,000 tested, 12% active. AID 2314, 2010; in the data active = max response mostly above about 13%, no sharp cut-off; inactive = mostly below about 14%; also: read at 38.3 µM for the half of the compounds with a filed dose; 0% is about no effect
# Pf growth 48h – Primary qHTS for delayed death inhibitors of the malarial parasite plastid, 48 hour incubation; P. falciparum luciferase growth in erythrocytes, 48 h; Potency, µM (titrated, usually from 28.7 µM), for inactives: at the highest dose activity change, negative = inhibition, actives largely listed as inhibitors; 310,000 tested, 5.9% active; also: potency is read from the fitted curve at half-maximal effect; % is scaled to controls: 0 for no effect and ±100 for the full control effect
#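 In quantitative HTS format, infected erythrocytes bearing luciferase-reporter parasites were treated for a single generation at 37 C. Luminescence after adding detection reagent served as the growth measure.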
# FBPA Giardia inh – qHTS Assay for Inhibitors of Fructose-1,6-bisphosphate Aldolase from Giardia Lamblia | A8B2U2 | purified Giardia FBPA | Potency, µM (doses to about 59.6 µM), inactives show at the top dose activity, negative = inhibition, actives largely listed as inhibitors | 290,000 tested, 0.71% active | AID 2451, 2010; also: potency is read from the fitted curve at half-maximal effect; % is scaled to controls: 0 for no effect and ±100 for the full control effect; nearly all actives have a fitted effect of over 55% in size
# Target sequence (A8B2U2 whole entry, looked up): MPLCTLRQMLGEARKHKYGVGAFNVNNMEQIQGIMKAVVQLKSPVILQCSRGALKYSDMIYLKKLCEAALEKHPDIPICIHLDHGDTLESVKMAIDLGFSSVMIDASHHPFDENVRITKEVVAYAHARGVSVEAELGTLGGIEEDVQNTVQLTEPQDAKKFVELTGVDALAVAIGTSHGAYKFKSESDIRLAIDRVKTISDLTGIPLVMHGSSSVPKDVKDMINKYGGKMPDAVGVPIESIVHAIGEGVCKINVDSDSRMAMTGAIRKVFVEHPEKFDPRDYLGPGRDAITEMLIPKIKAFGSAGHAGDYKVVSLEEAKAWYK
#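 40 nM FBPA preincubated 10 min at RT with compound (up to 57.5 uM final), then substrate plus GAPDH/TPI/NAD/arsenate coupling and diaphorase/resazurin added. Fluorescence read after 20 min at RT, 525/598 nm.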
# An asterisk follows results filed as active; i = inactive; ? = inconclusive; · = no result given; [ ] = another dose, or the depositor's remark. Unless noted, calls follow the shape of the dose curve; as a rule, active = well fitted curve in the direction sought with a large enough effect; inconclusive = small, poorly fitted or top-dose-only effect, or another doubt; inactive = no such curve, though single readings can be large; an effect the other way counts as inactive or inconclusive.
# The first 2 entries as a preview:
compound	CHX counter	Sm TGR block	Pf growth 96h	Pf growth 48h	FBPA Giardia inh	Shiga inhibitor
N#CC1=C(N)Nc2ncnn2C1c1ccc([N+](=O)[O-])cc1 (stereo not drawn)	-1.8	-3.1%	52.9%[activator]	-0.4%	-1.4%	-3.5
Cc1ccc(OCC(=O)Nc2nnc(-c3ccco3)s2)cc1	-1.9	-23.4%	12.4%	12.5%	-0.1%	4.2

# The listing, from the first entry:
compound	CHX counter	Sm TGR block	Pf growth 96h	Pf growth 48h	FBPA Giardia inh	Shiga inhibitor
N#CC1=C(N)Nc2ncnn2C1c1ccc([N+](=O)[O-])cc1 (stereo not drawn)	-1.8	-3.1%	52.9%[activator]	-0.4%	-1.4%	-3.5
Cc1ccc(OCC(=O)Nc2nnc(-c3ccco3)s2)cc1	-1.9	-23.4%	12.4%	12.5%	-0.1%	4.2
COc1ccc(NS(=O)(=O)c2ccc(-c3coc(C)n3)cc2)cc1OC	8.1	-12.4%	?	-22.9%	·	-1.0
COc1nc(Nc2ccc(C(C)=O)cc2)nc(OC)n1	18.0*	2.0%	-8.1%	14.7µM*	-0.8%	52.8*
CCOc1ccccc1CN1CCC(N2CCOCC2)CC1	-5.0	-24.7%	8.2%	0.5%[0.00184 µM]	8.91µM*	-12.9
CCC(=O)Nc1ccc(N2CCN(C(=O)c3ccco3)CC2)c(Cl)c1	10.2	-1.1%	?	-10.6%	1.1%	10.7
CC(C)(C)c1ccc(C(=O)NNC(=O)c2ccccc2Br)cc1	30.6*	4.5%	36.7%[activator]	30.4%[activator]	-2.1%	31.1
O=C1CCCCC1Sc1nnc(-c2ccc3c(c2)OCO3)o1 (stereo not drawn)	-11.6	-11.2%	i	i	-6.0%	-27.6
CCN(CC)c1ccc(/C=N/N2CCN(c3ccccn3)CC2)cc1	1.5	6.3%	22.2%	?	4.0%	-7.8
NS(=O)(=O)c1ccc(CCNC(=O)C(=O)NCC2OCCN2S(=O)(=O)c2ccc(Cl)cc2)cc1 (stereo not drawn)	-1.2	-7.5%	?	?	13.3%	-4.4
Cn1cccc1/C=C1\C(=O)NC(=O)N(Cc2ccccc2Cl)C1=O	-2.9	-27.4%	?	4.4%	3.7%	-15.5
Cc1cc(=O)oc2cc(OCc3ccc(C(=O)N4CCN(c5ccc([N+](=O)[O-])cc5)CC4)cc3)ccc12	-3.5	-4.0%	0.0%	-11.5%	1.2%	-9.6
COc1ccccc1C(=O)C1CCCN(Cc2cnc(C)s2)C1 (stereo not drawn)	-2.2	-0.6%[57.1 µM]	14.3%	-9.3%	-11.7%	-5.7
COc1ccc(-c2nnc(SCC(C)C)o2)cc1	58.4*	9.7%	421.8%[activator]	251.5%[activator]	-1.4%	55.4*
CN(C)CCCOC(=O)N1c2ccccc2C=Cc2ccccc21	-2.5	8.5%	0.1%	1.9%[0.00184 µM]	-5.7%	-2.4
COc1ccc2c(CC(=O)N3CCc4ccccc43)coc2c1	42.1*	-23.3%	·	154.0%[activator]	-6.7%	65.6*
COc1ccccc1Oc1ccc(N/C=C/C(=O)c2ccco2)cc1	50.4*	·	17.1%	10.4%	-1.4%	99.8*
CC(C)(C)NC(=O)c1ccc2nccnc2c1	8.7	1.9%	·	8.7%	-15.6%	12.5
COc1ccccc1C(=O)NCCC(=O)NCCC12CC3CC(CC(C3)C1)C2	0.9	2.0%	-22.8%	0.7%	·	-7.5
COc1ccc(C2/C(=C(/O)c3ccccc3)C(=O)C(=O)N2c2ccccn2)c(OC)c1 (stereo not drawn)	18.5	6.8%	34.5%[activator]	-1.2%	1.9%	-2.3
O=C(CN1C(=O)COc2ccccc21)Nc1ccc(F)cc1	44.7*	70.8µM*	1.47µM*	·	5.61µM*	74.4*
COc1cccc(NC(=O)N2C3CCCC2CC(NC(=O)C2CC2)C3)c1 (stereo not drawn)	6.7	8.7%	1.47µM*	-21.4%	-2.1%	-11.6
Cc1cc2oc(=O)cc(CN3CCOCC3)c2cc1C	1.4	1.6%	·	4.7%	2.3%	22.8
CN(C)CC(=O)Nc1ccc2cn[nH]c2c1	-3.1	-3.6%	5.4%	38.3%	1.3%	-0.9
O=C(NCc1ccco1)c1ccc(=O)oc1	-8.5	-13.3%	9.8%	-10.4%	-4.8%	-20.4
CC(=O)OC1CC[C@@]2(C)C(=CC[C@H]3[C@@H]4CC[C@H](C(C)=O)[C@@]4(C)CC[C@@H]32)C1 (stereo partly drawn)	-3.5	·	·	·	2.0%	-0.7
Cn1c(SCC(=O)NC2CCCC2)nnc1C(F)(F)F	·	-4.7%	17.7%	12.6%	·	·
O=[N+]([O-])c1cccc(-c2ccc3nnc(SCc4ccccn4)n3n2)c1	5.9	-2.1%	4.6%	2.5%	-8.2%	14.0
COc1cccc(OCc2cc(/C=N/NC(=O)c3nc(Cl)c(Cl)c(N)c3Cl)ccc2OC)c1	-1.6	-9.5%	13.1µM*	·	-1.7%	3.7
COc1cc2c(cc1NC(=O)COC(=O)[C@@H](NC(=O)c1ccccc1F)C(C)C)oc1ccccc12	7.7	-6.6%	?	?	-19.4%	-2.3
Cc1ccc(C)c(NC(=O)COc2cccc3c2CCN(Cc2ccccc2)C3=O)c1	-2.6	-0.9%	?	-15.6%	-5.3%	-1.3
CCc1nnc(NS(=O)(=O)c2ccc(NC(=O)c3ccccc3)cc2)s1	-1.4	4.3%	-2.4%	?	3.2%	-11.4
Cc1ccc([N+](=O)[O-])cc1NC(=O)CN1CCC(C)CC1	-1.8	-5.9%	-5.2%	0.6%	-1.9%	-14.4
O=C1NC(=O)C2C1C(c1ccc([N+](=O)[O-])cc1)=NN2Cc1ccccc1 (stereo not drawn)	-2.8	6.7%	30.8%[activator]	0.0%[5.75 µM]	3.7%	-6.2
O=C(CSc1cccc2cccnc12)OCC(=O)c1ccccc1	-3.6	-3.8%	3.1%	-0.5%	-4.0%	-10.2
O=C(CSc1ncnc2sc3c(c12)CCCC3)N1CCC(c2noc3ccc(F)cc23)CC1	2.3	0.0%	·	8.8%	-6.7%	-8.2
CCOC(=O)c1sc2ncn(C(C)C(=O)OC)c(=O)c2c1C (stereo not drawn)	10.7	6.2%	·	0.9%	2.1%	23.1
COc1ccc([N+](=O)[O-])cc1C(=O)C(=O)c1ccccc1	-2.5	-7.8%	-24.0%	9.7%	15.2%	-7.4
C=CCOC(=O)C(=O)/C=C/c1c(C)n(C)n(-c2ccccc2)c1=O	-1.0	-13.0%	34.3%[activator]	7.2%	-1.1%	-8.6
COCC1CCCN(Cc2nc(Cc3ccccc3)no2)C1 (stereo not drawn)	7.7	·	-9.2%	0.0%	2.1%	29.6
O=C(c1ccccc1S(=O)(=O)NCc1ccccc1)N1CCCCC1	-7.2	-1.9%	22.5%	·	-0.6%	3.4
CCOC(=O)c1c(C)[nH]c(C)c1C(=O)COC(=O)c1cccc(C)c1O	-3.9	-6.6%	?	?	-4.8%	-4.1
Fc1ccc(NC(=S)N2CCCN(c3ccc(C(F)(F)F)cn3)CC2)c(F)c1	-3.3	-12.3%	?	10.4µM*	1.0%	2.3
O=C(Nc1ccc2ccccc2c1)c1cccc(F)c1	51.9*	6.1%	·	184.4%[activator]	-12.1%	89.5*
O=C(NCCOC(=O)c1ccccc1C(=O)OCCNC(=O)c1cccnc1)c1cccnc1	-1.6	-26.3%	13.7%	·	-0.2%	-11.1
Cc1ccc(N2CC(C(=O)NCc3cccnc3)CC2=O)cc1 (stereo not drawn)	-3.0	-24.5%	17.6%	2.2%	3.7%	-20.5
CC(C)(C)c1ccc(-n2ncc3c2CCCC3NC(=O)CCCn2cncn2)cc1 (stereo not drawn)	11.2	0.1%	-2.7%	6.0%	8.3%	-5.7
CCCCCCOC(=O)c1ccccc1N	38.9*	10.1%	·	28.1%	-0.4%	76.3
O=C(NCc1ccc2c(c1)OCO2)NC1CCCCC1	-1.4	0.8%	-0.6%	69.5%[activator]	1.9%	30.6
COc1ccc(S(=O)(=O)N2CCC(C(=O)N3CCCC3)CC2)cc1C	-13.9	-3.4%	-10.4%	10.6%	-6.6%	-8.0
CCOC(=O)C(NC(=O)Nc1ncccn1)(Oc1ccccc1)C(F)(F)F (stereo not drawn)	-7.2	-8.4%	-2.4%	13.4%	-5.6%	18.2
N#CC1=C(SCC(=O)c2ccc(Cl)cc2)NC2=C(C(=O)CCC2)C1c1ccco1 (stereo not drawn)	8.2	?	-0.2%	?	-9.1%	-15.7
COc1ccc(CNC(=S)Nc2ccccc2F)cc1	7.5	?	19.8%	10.4%	-8.4%	15.8
CCOc1ccc(S(=O)(=O)N(C)CC(=O)N2CCN(CC)CC2)cc1	-1.1	3.6%	10.4%	-0.4%	19.2%	-3.2
C=CCN1C(=O)c2ccc(C(=O)N3CCN(S(=O)(=O)c4cccc(Cl)c4)CC3)cc2C1=O	-4.2	-14.2%	13.1µM*	10.4µM*	·	-8.4
COCCn1c(C)cc(C(=O)CSc2nc3ccccc3s2)c1C	80.1*	-3.1%	7.0%	49.2%[activator]	-7.3%	19.8
CCNC(=O)C1Cc2cc(S(=O)(=O)N3CCCC3)ccc2N1C(C)=O (stereo not drawn)	16.5	-11.1%	?	?	8.4%	-5.1
O=C(O)c1cc(S(=O)(=O)Nc2cccc(S(=O)(=O)N3CCCC3)c2)ccc1Cl	·	-4.9%	17.2%	?	·	·
CCOC(=O)NN1C(=O)c2ccccc2NC1c1ccccc1 (stereo not drawn)	8.0	-10.3%	-22.1%	27.3%	3.1%	-6.8
O=C(N/N=C/c1ccc(Br)cc1)c1ccc(F)cc1	34.6*	-5.8%	29.8%	?	0.4%	47.2*

# Next records.
compound	CHX counter	Sm TGR block	Pf growth 96h	Pf growth 48h	FBPA Giardia inh	Shiga inhibitor
O=C(COC(=O)/C=C/c1ccc(Br)o1)Nc1ccc2[nH]c(=O)[nH]c2c1	·	?	51.9%[activator]	18.6%	·	·
COc1ccc(-c2[nH]ncc2/C=N/NC(=O)c2ccncc2)c(OC)c1	-8.9	5.7%	0.0%	-1.4%	-14.8%	-22.2
O=C(CC1SC(N2CCCCC2)=NC1=O)Nc1cccc(C(F)(F)F)c1 (stereo not drawn)	-2.8	0.8%	34.3%[activator]	-7.5%	0.8%	-11.1
CCOC(=O)N1CCN(c2c(Nc3cc(C)[nH]n3)c(=O)c2=O)CC1	-7.9	-25.4%	-11.8%	·	-0.8%	-12.5
Cc1cccc(C2=NN(c3ccccc3)[C@@H](C(=O)N3CCOC3=O)[C@@H]2c2ccc(Cl)cc2)c1	7.7	·	·	·	-5.7%	16.1
CCOC(=O)C(=O)NNc1ccc(Cl)cc1	6.5	20.3%	0.0%	-1.5%	4.1%	-8.4
Cc1ccc(C2=[N+]([O-])C(C)(C)CC2)cc1	-1.0	-1.2%	31.6%	·	5.7%	18.7
CCn1c(SCC(=O)N2CCN(c3ccc(F)cc3)CC2)nnc1-c1ccncc1	6.5	7.6%	?	12.2%	4.7%	41.8

# Look-ups from the results shown.
# NS(=O)(=O)c1ccc(CCNC(=O)C(=O)NCC2OCCN2S(=O)(=O)c2ccc(Cl)cc2)cc1 (stereo not drawn) | FBPA Giardia inh: 13.3%
# CC(C)(C)c1ccc(C(=O)NNC(=O)c2ccccc2Br)cc1 | Pf growth 48h: 30.4%[activator]
# COc1ccc(CNC(=S)Nc2ccccc2F)cc1 | Pf growth 48h: 10.4%
